From PubChem
p47phox inh: inhibitors of human p47phox binding. inhibition, % at 24.7 µM. P14598. p47phox/p22phox peptide binding, fluorescence polarization, 2 h. AID 1274. 220,000 compounds, 0.53% hits;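 active = inhibition above about 30%, limit read from the data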;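 also: 0% = p47phox with labelled peptide and 100% = labelled peptide alone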
Target sequence (P14598 whole entry, looked up): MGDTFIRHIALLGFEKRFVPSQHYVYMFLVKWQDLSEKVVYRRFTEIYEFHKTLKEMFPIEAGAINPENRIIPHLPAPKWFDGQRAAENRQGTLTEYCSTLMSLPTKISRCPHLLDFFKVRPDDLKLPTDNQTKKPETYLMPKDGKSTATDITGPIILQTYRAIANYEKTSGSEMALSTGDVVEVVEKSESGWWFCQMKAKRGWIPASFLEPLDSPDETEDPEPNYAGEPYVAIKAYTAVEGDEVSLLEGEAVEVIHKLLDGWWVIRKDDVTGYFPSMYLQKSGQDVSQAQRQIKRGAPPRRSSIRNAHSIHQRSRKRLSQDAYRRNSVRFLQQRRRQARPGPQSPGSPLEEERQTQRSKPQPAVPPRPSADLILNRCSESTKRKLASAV
Tb hexokinase: blocks Trypanosoma brucei hexokinase 1 activity. recombinant TbHK1, G6PDH-coupled NADH A340. inhibition, % at 10 µM. 220,000 compounds, 0.11% hits. AID 1430;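 active = inhibition of 50% or more in the single-dose primary screen; inactive = inhibition below 50%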
Furin inh: human furin inhibition; P09958; purified furin, fluorogenic substrate cleavage; inhibition, % at 30 µM; 220,000 compounds, 0.061% hits; in the data active = inhibition above about 25%; also: inactives centre near -15
Calpain2 inh: inhibitors of pig calpain II; purified calpain II, fluorogenic peptide substrate, 30 min; inhibition, % at 16 µM; 220,000 compounds, 0.37% hits;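 active = inhibition above about 50%, limit read from the data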
EBV gp42 block: blocks Epstein-Barr virus glycoprotein 42 binding; Fluorescence polarization binding assay, mP read-out; 220,000 compounds, 0.42% hits; inhibition, % (tested at 21.74 µM); in the data active = inhibition above about 50%
Target sequence (Q1HVG2 whole entry, looked up): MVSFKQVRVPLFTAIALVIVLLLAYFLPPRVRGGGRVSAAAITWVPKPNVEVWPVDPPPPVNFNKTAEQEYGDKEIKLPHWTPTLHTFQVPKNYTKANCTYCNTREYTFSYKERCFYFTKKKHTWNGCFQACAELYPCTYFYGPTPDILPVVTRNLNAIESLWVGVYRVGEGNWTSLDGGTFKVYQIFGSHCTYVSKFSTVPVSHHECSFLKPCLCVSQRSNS
Runt-CBFb FRET: inhibitors of human RUNX1 Runt domain binding to CBFb; Q01196+Q13951; Cerulean-Runt/Venus-CBFb FRET ratio 530/480, 1 h; inhibition, % at 20 µM; 220,000 compounds, 0.46% hits; AID 1496;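 active = inhibition over about 50% at 20 µM in the single-dose screen, limit read from the data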;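 also: 0% = DMSO wells and 100% = excess unlabeled CBFb competitor control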
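test system = Cerulean-Runt domain fusion protein, energy donor | probe or stimulus = Venus-CBFb binding partner, 100 nM | incubation = two 1 h room-temperature incubations shielded from light | detection = fluorescence energy transfer, 422 nm excitation, 530/480 nm emission | measure = loss of energy transfer signal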
p97 ATPase inh: blocks human p97 ATPase activity; recombinant p97 ATPase, Kinase-Glo ATP luminescence, 3 h; P55072; inhibition, % at 8 µM; 220,000 compounds, 0.42% hits; in the data active = inhibition above about 15%;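 also: 0% = DMSO vehicle and 100% = wells lacking enzyme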
Runt-SMMHC FRET: Runt domain-CBFb-SMMHC interaction inhibition. Cerulean-Runt/Venus-CBFb-SMMHC FRET ratio 530/480, 1 h. inhibition, % at 20 µM. 220,000 compounds, 0.74% hits;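 active = mean inhibition across duplicate retests at 20 µM reaching about 50%, limit read from the data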;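 also: 0% = DMSO wells and 100% = wells with excess untagged CBFb-SMMHC; inhibitors lower the FRET ratio by blocking Runt binding to CBFb-SMMHC; some results filed as inactive read as strong as hits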
RBBP9 inh: inhibitors of human serine hydrolase RBBP9. O75884. recombinant RBBP9, FP-Rh probe fluorescence polarization. inhibition, % at 7.94 µM. 220,000 compounds, 0.2% hits. AID 1515;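 active = inhibition above the campaign mean of all tested compounds plus 3 SD, cut at about 14% in these data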;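 also: plate controls were DMSO wells with RBBP9 for no effect and wells lacking RBBP9 protein for full effect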
Target sequence (O75884 whole entry, looked up): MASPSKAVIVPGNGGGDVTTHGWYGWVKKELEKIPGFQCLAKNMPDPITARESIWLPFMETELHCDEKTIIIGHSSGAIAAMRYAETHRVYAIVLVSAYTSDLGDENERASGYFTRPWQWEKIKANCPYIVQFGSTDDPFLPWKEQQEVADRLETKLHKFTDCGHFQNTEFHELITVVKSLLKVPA
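Test system: recombinant human RBBP9. Quantity: 2.5 µM RBBP9 dispensing solution, before mixing. Detection: FP readout at 525/598 nm. Reagent: Serine-hydrolase probe FP-Rh, 375 nM pre-mixing. Measure: % inhibition. Control set: DMSO-treated enzyme wells and wells lacking RBBP9. Buffer or medium: Tris-NaCl-Pluronic buffer, pH 8.0. Times: preincubation 30 min plus labeling 45 min at 25 °C.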
* = called active by the depositor; i = inactive; . = not tested or not shown; & = joins results of further samples; [ ] = remark or other dose.

no. | canonical_smiles | p97 ATPase inh | Runt-SMMHC FRET | Runt-CBFb FRET | Tb hexokinase | RBBP9 inh | EBV gp42 block | p47phox inh | Furin inh | Calpain2 inh
1 | COc1ccc(C)cc1N=Nc1ccc(O)c2ncccc12 | 5 | -4 | -11 | -7 | -1 | 2 | -5 | -23 | -64
2 | CCOC(=O)c1cnc(SC)nc1Sc1cc(Cl)ccc1Cl | -6 | -10 | -2 | 1 | -6 | -21 | -9 | -16[20 µM] | 22
3 | O=C(Nc1ccc(Cl)cc1-c1nc2ccccc2s1)c1ccco1 | 5 | 10 | 6 | -15 | -10 | -21 | -17 | -4[20 µM] | -58
4 | CCOC(=O)CNC(=S)SC | 7 | 1 | 2 | -4 | -6 | -6 | -11 | -8 | -14
5 | COc1cc(/C=N/N2CCN(c3ccccc3OC)CC2)ccc1O | 1 | 7 | 2 | -12 | -9 | -11 | -8 | -18[20 µM] | -3
6 | COc1cc(C(=O)NCc2ccc3c(c2)cc(C)n3C)cc(OC)c1OC | -1 | -3 | -24 | -8 | -5 | 3 | 1 | -18 | 65*
7 | Cc1cc(=O)[nH]c(SCC(=O)N(CCC#N)c2ccccc2)c1C#N | 1 | -3 | 0 | -3 | -4 | -9 | -8 | -28 | -25
8 | Cc1cccc(OCc2nnc(NC(=O)Cc3cccs3)s2)c1 | -3 | 3 | 0 | -6 | -4 | -21 | -25 | -10[20 µM] | -24
9 | CCn1c(SCC#N)nc2ccccc2c1=O | 1 | -2 | -2 | -9 | -9 | 12 | -5 | -12 | -6
10 | O=C(O)c1ccccc1C(=O)c1ccc(N2CCOCC2)c([N+](=O)[O-])c1 | 1 | -4 | 0 | -22 | -8 | 1 | 3 | 7 | 18
11 | CCOc1nc(OCC)c2cnn(C)c2n1 | 9 | -4 | 1 | -6 | -6 | -24 | -17 | -15 | 1
12 | CCCn1nc(NC(=O)C2CCCO2)c2cc3cc(C)ccc3nc21 (stereo not drawn) | -3 | 59* | 43 | -8 | -1 | 10 | -19 | -22[20 µM] | i
13 | O=C1N=C(N2CCCCC2)SC1=C1CCCC1 | -2 | -1 | -3 | 5 | 8 | -9 | -2 | -14 | -38
14 | COc1cc2ncnc(NCc3ccccc3)c2cc1OC | 4 | -18 | 1 | -1 | -2 | -13 | -9 | -9[20 µM] | -14
15 | c1ccc(CSc2nnc(SCc3ccccn3)s2)nc1 | 5 | 2 | -2 | 1 | -4 | -4 | 7 | -29 | -12
16 | CCCCC(=O)Nc1ccc(C(=O)NCCCn2ccnc2)cc1 | -1 | 3 | 0 | 1 | -5 | -8 | -7 | -11[20 µM] | 7
17 | O=C1CC(C(=O)Nc2cccc3ccccc23)C2(CCCC2)O1 (stereo not drawn) | -3 | -4 | -1 | -11 | 3 | 0 | -1 | -16[20 µM] | -11
18 | CNC(=O)c1[nH]cnc1C(=O)N[C@@H](C)C(=O)OC(C)(C)C | -1 | 0 | -2 | 1 | -9 | -9 | . | -23 | 18
19 | CSCCC(NC(=O)OC(C)(C)C)C(=O)NC(C(=O)NC(CC(C)C)C(N)=O)C(C)C (stereo not drawn) | 0 | -8 | -2 | -3 | -6 | -3 | -11 | -20[20 µM] | -45
20 | COc1cccc(-c2nnc(SCCC(=O)O)n2C)c1 | 6 | -2 | 2 | 2 | -1 | -6 | -11 | -5 | -14
21 | Nc1nc(NCCCN2CCOCC2)nc(Nc2ccc(F)cc2)c1[N+](=O)[O-] | -2 | -6 | -2 | -48 | 3 | 1 | -12 | 3 | -2
22 | CC(=O)c1c(C)[nH]c(C(=O)N(CCc2ccccc2)Cc2ccccc2)c1C | 3 | -1 | 0 | -7 | -9 | -6 | -5 | -25 | 25
23 | CCOP(=O)(OCC)C(Nc1cccc([N+](=O)[O-])c1)c1ccc(N(C)C)cc1 (stereo not drawn) | 0 | 1 | 2 | -11 | -5 | -15 | -9 | -13 | 14
24 | C=CCc1cc(Cl)ccc1OCCOCCNC(C)(C)C | -1 | -1 | -2 | 11 | -7 | -17 | -4 | -20 | -27
25 | Nc1ccccc1SC1CC(=O)N(c2ccc3c(c2)OCCO3)C1=O (stereo not drawn) | 0 | -4 | 0 | -14 | -10 | -2 | -10 | -20 | -25
26 | O=C(O)C1C2C=CC(C2)C1C(=O)OCc1ccccc1 (stereo not drawn) | 4 | -1 | -2 | 5 | -5 | -9 | -18 | -17[20 µM] | -50
27 | CNC(=O)c1ncnnc1N(C)C(=O)NCc1ccccc1 | 6 | -6 | -2 | 4 | -3 | 15 | -1 | -21 | 20
28 | Cc1ccc(CNC(=O)COc2ccc(C(=O)c3ccc(F)cc3)cc2)cc1 | 3 | 1 | 0 | 3 | -6 | -18 | -8 | -24 | 0
29 | COc1ccc(N2CCN(C(=O)CSc3nnc4n3C(C)(C)Cc3ccccc3-4)CC2)cc1 | -2 | 14 | 3 | -3 | -8 | -10 | 12 | -11[20 µM] | -37
30 | COCCN(C(=O)CSc1nc2nc(C)cc(C)n2n1)c1c(N)n(Cc2ccccc2)c(=O)[nH]c1=O | -2 | -4 | 0 | 10 | -3 | -25 | -10 | -2 | 18
31 | Cc1cccc(OCCSc2nncn2C)c1 | 1 | 1 | -2 | -1 | -3 | -11 | -11 | -16 | 15
32 | Cc1c(C)[n+](=O)c2c(n1[O-])CCC2 | 3 | 2 | -2 | -6 | -5 | -2 | 1 | -27 | -3
33 | CNC(=O)COc1ccc(Cl)c2cccnc12 | -2 | 0 | 3 | -6 | 0 | 3 | -7 | -25 | -78
34 | Cc1nn(C)c(Oc2ccc(Cl)cc2)c1C(=O)O | 4 | 4 | 0 | 0 | -4 | -2 | 3 | -17[20 µM] | 15
35 | COc1ccc(-c2cc(=O)c3c(OC)c(OC)c(OC)c(OC)c3o2)cc1OC | -5&0 | -3&0 | -1&-2 | -26 | -6&-9 | -8&-17 | 17&5 | -7 | -143&-164
36 | CCCCCN(C(=O)NC(=O)Nc1ccc(C)cc1C)S(C)(=O)=O | 4 | -1 | -1 | 2 | -4 | -14 | 4 | -29 | -5

Screen by screen, as entered above:
Nos. 31 to 34 in Calpain2 inh, in turn: 15, -3, -78, 15
Nos. 31 to 34 in Furin inh, in turn: -16, -27, -25, -17[20 µM]
Nos. 31 to 34 in Runt-SMMHC FRET, in turn: 1, 2, 0, 4

Other compounds.
no. | canonical_smiles | p97 ATPase inh | Runt-SMMHC FRET | Runt-CBFb FRET | Tb hexokinase | RBBP9 inh | EBV gp42 block | p47phox inh | Furin inh | Calpain2 inh
37 | COC(=O)Cn1c2ccc(C)cc2c2nc(C)sc21 | 6 | 48 | 51* | 0 | 2 | 5 | -1 | -13[20 µM] | -2
38 | COc1ccccc1C(=O)N1CCC(N2CCN(c3ccccc3)CC2)CC1 | 0 | 1 | 0 | -7 | -4 | -12 | 2 | -29 | -8
39 | Cc1cc(-n2c(C)cc(C(=O)CCl)c2C)no1 | 4 | 1 | -1 | -4 | -8 | -9 | -5 | -25 | -22
40 | COc1ccc(CN2CCNC(=O)C2CC(=O)N(C)Cc2ccccn2)cc1OC (stereo not drawn) | 2 | -6 | -1 | -3 | 4 | 4 | 4 | -10 | -13
41 | COc1ccc(Cl)cc1NC(=O)NC1CCCCC1 | 3 | 3 | 1 | -4 | 8 | -2 | 2 | -21[20 µM] | 25
42 | S=C1NC2(CCCCC2)NN1c1ccccc1 | 3 | 3 | 10 | 2 | -9 | -10 | -6 | -28 | 8
43 | Cc1ccc(NC(=O)c2nnn(-c3cc(C)cc(C)c3)c2N)cc1 | 0 | -1 | 3 | 3 | -4 | -13 | -13 | -24 | 4
44 | COc1ccc(NC(=S)NCCNC(C)=O)cc1 | 4 | 4 | 2 | 0 | -4 | 16 | 0 | -25 | -34
45 | Cn1c(=O)oc2cc(S(=O)(=O)N3CCc4ccccc43)ccc21 | 0 | 0 | 2 | -1 | -9 | -13 | -21 | -16 | 25
46 | CCc1ccc(C(=O)COC(=O)CNC(=O)c2ccco2)cc1 | 2 | 0 | -1 | 0 | 2 | -2 | 1 | -13 | -13
47 | CCN1CCN(CC(=O)Nc2ccccc2)C(=O)C1=O | 8 | -1 | 2 | -6 | 3 | -12 | -14 | -5 | -4
48 | O=C(O)c1cc(NCc2cccs2)ccc1N1CCOCC1 | 0 | 3 | 2 | 0 | -3 | -9 | -14 | -12 | -244

Brought forward from above: three compounds, followed by the next part.
no. | canonical_smiles | p97 ATPase inh | Runt-SMMHC FRET | Runt-CBFb FRET | Tb hexokinase | RBBP9 inh | EBV gp42 block | p47phox inh | Furin inh | Calpain2 inh
46 | CCc1ccc(C(=O)COC(=O)CNC(=O)c2ccco2)cc1 | 2 | 0 | -1 | 0 | 2 | -2 | 1 | -13 | -13
47 | CCN1CCN(CC(=O)Nc2ccccc2)C(=O)C1=O | 8 | -1 | 2 | -6 | 3 | -12 | -14 | -5 | -4
48 | O=C(O)c1cc(NCc2cccs2)ccc1N1CCOCC1 | 0 | 3 | 2 | 0 | -3 | -9 | -14 | -12 | -244
49 | CC(=O)Nc1ccc(S(=O)(=O)N(C)c2ccccc2)cc1 | 8 | 4 | -2 | -1 | 6 | -4 | -4 | -18 | -4
50 | Cn1c(=O)c2c(nc(SCC(=O)O)n2Cc2cccc(C(F)(F)F)c2)n(C)c1=O | 3 | 3 | 0 | 5 | -1 | -19 | -7 | -9[20 µM] | -8
51 | COCC(=O)Nc1ccc(C(C)C)cc1 | 2 | 0 | 0 | 28 | -13 | -11 | -4 | -11[20 µM] | 14
52 | CC1(C)CC2CC(C)(CN2C(=O)NC(=O)c2ccccc2)C1 (stereo not drawn) | -3 | -1 | 1 | -6 | -8 | 1 | 4 | -14 | 2
53 | CCOc1ccc(CCNC(=O)C2CCCN(S(=O)(=O)c3c(C)n[nH]c3C)C2)cc1OCC (stereo not drawn) | 4 | 6 | -3 | 3 | -3 | -18 | -12 | -28 | -12
54 | COCc1cc(/C=N\NC(=O)COc2ccccc2)ccc1OC | -7 | -2 | -2 | 0 | -3 | -10 | -4 | -6 | 30
55 | CCCCn1nnnc1NCc1cc(OC)c(OC)cc1OC | 4 | 4 | -1 | 0 | -5 | -6 | -2 | -18 | 28
56 | CCC(CO)NCc1sccc1C (stereo not drawn) | 6 | . | . | -5 | -7 | -15 | -8 | -26 | -9
57 | CC(=O)c1cccc(OCCN2C(=O)NC(C)(C)C2=O)c1 | 4 | -9 | -1 | -1 | -2 | -17 | -2 | -15[20 µM] | -8
58 | O=C(CCC(=O)N(CC(=O)NC1CCCCC1)Cc1ccccc1)Nc1ccccn1 | 0 | -6 | -1 | -4 | -2 | -10 | 1 | -10 | 39
59 | CCCc1c(O)c2ccccc2n(-c2ccccc2)c1=O | 2 | 6 | -1 | 1 | -1 | -18 | -17 | -21[20 µM] | -175
60 | NC(=O)C1=C[C@@H](c2ccccc2)C[C@@H](OCc2ccc(CO)cc2)O1 | 2 | -1 | 1 | 7 | 0 | -14 | -7 | -14 | 1
61 | CCOC(=O)c1cc2c(=O)n3ccccc3nc2n(CCOC)c1=NC(=O)c1ccncc1 | -4 | 63* | 62* | -15 | -7 | -5 | -11 | -10[20 µM] | -429
62 | O=C(N/N=C/c1c(O)ccc2ccccc12)c1ccc[n+](CCO)c1 | -1 | -16 | -7 | -11 | -13 | -13 | 16 | -14 | 29
63 | COc1ccc(/C=N/NC(=O)c2cccc(Br)c2)cc1COc1ccccn1 | 10 | -2 | -3 | -35 | -4 | -15 | -7 | -18 | -11
64 | CN(C(=O)COC(=O)c1cc([N+](=O)[O-])ccc1Sc1ccccc1)C1CCS(=O)(=O)C1 (stereo not drawn) | 3 | 0 | -1 | -11 | 8 | -13 | -7 | -12 | -21
